Assay outcomes from PubChem.
Avidin fluor – avidin bead compound fluorescence profile; Avidin beads, compound fluorescence 488/530 nm, flow cytometry; active compounds read high; 0.38% of 220,000 active; fluorescence (KMESF) at 10 µM; in the data active = fluorescence above about 47; note: inactives centre near 10
HRas wt GTP – modulators of GTP binding to human HRas wildtype; GST-Ras wt beads, Bodipy-FL-GTP binding, flow cytometry; actives lie on both sides; GTP binding activity, % at 10 µM; 0.14% of 190,000 active; AID 759;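 active = GTP binding activity at least 20% away from the 100% baseline, either lowered as inhibitor or raised as activator; inconclusive = flagged as likely green fluorescent, judged across all proteins in the well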;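 note: 0% = unlabeled GTP competition control and 100% = no-compound control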
Target sequence (P01112 whole entry, looked up): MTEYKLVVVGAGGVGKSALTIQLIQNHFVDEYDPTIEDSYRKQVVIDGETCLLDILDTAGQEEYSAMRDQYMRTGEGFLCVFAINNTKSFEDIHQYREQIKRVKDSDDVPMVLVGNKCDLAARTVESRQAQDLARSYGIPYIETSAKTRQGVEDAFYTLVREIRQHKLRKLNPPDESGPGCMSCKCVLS
Rab7 wt GTP bind – alters GTP binding to wildtype dog Rab7. GST-Rab7 beads, fluorescent GTP binding, flow cytometry; actives lie on both sides; untreated = 100%, excess cold GTP = 0%. GTP binding activity (percent of control), % at 10 µM. 0.055% of 190,000 active. AID 758;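 active = fluorescent GTP binding to Rab7 beads changed by at least 20 points from the 100% baseline, either direction, mostly lower; inconclusive = compound itself probably fluorescent, or too few beads counted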;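 note: median green fluorescence of bound Bodipy-FL-GTP per Rab7 bead population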
ABCB1 inh – blocks JC-1 efflux by human ABCB1 transporter; P08183; CCRF-Adr cells, flow cytometry; inhibition, % at 6.6 µM; 0.067% of 190,000 active; AID 1326; in the data active = inhibition above about 40%;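 note: 0% = vehicle and 100% = reference inhibitor; higher value means more JC-1 retained so stronger ABCB1 efflux block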
Rac1 wt modul – human Rac1 wildtype GTP binding, inhibitors and activators; P63000; GST-Rac1 beads, fluorescent GTP binding, flow cytometry; actives lie on both sides; 0 = cold GTP competed, 100 = untreated; GTP binding activity (% of control), % at 10 µM; 0.27% of 190,000 active;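 active = GTP binding activity at least 20 points away from the 100% control level, either lower or higher; inconclusive = compound flagged as likely green fluorescent, judged across all proteins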
Rac1 mut GTP – modulators of GTP binding to human Rac1 activated mutant. P63000. 0.11% of 190,000 active. GST-Rac1 activated beads, fluorescent GTP binding, flow cytometry; actives lie on both sides; 100% means binding = to untreated wells. percent activity (GTP binding), % at 10 µM. AID 764;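 active = GTP binding at least 20 percentage points away from the 100% baseline, in either direction, so actives lie on both sides; inconclusive = Compound likely fluorescent itself, or too few beads counted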
Rab2A wt mod – changes GTP binding to wildtype dog Rab2A, up or down | P61105 | GST-Rab2 wt beads, Bodipy-GTP binding, flow cytometry | GTP binding activity, % at 10 µM | 0.19% of 190,000 active | AID 760;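 active = GTP binding activity at least 20 points away from 100%, either lowered or raised; inconclusive = signal likely due to the compound's own green fluorescence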;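 note: 0% = beads with excess unlabeled GTP and 100% = no-compound control corrected for plate trend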
GSH bead fluor – compound fluoresces at 488/530 nm on GSH beads; GSH beads flow cytometry, compound fluorescence 488/530 nm; active compounds read high; fluorescence (KMESF) at 10 µM; 0.25% of 190,000 active; in the data active = fluorescence above about 89;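 note: glutathione beads carrying GST-tagged Bcl family fusion proteins plus one bare bead set; values are compound well signal with DMSO vehicle wells as background; inactives centre near 16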
Cdc42 wt GTP – changes GTP binding to wildtype human Cdc42 | percent activity (GTP binding), % at 10 µM | AID 761 | GST-Cdc42 beads, Bodipy-GTP binding, flow cytometry; actives lie on both sides | P60953 | 0.2% of 190,000 active;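 active = percent activity GTP binding at least 20 points away from the 100% baseline, either down as inhibitor or up as activator; inconclusive = compound flagged as likely green fluorescent from well-wide comparison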;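 note: median bead fluorescence of bound Bodipy-FL-GTP at 100 nM; 0% = excess unlabeled GTP control and 100% = no compound control; below 100% means less GTP binding so inhibitor and above means activator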
Target sequence (P60953 whole entry, looked up): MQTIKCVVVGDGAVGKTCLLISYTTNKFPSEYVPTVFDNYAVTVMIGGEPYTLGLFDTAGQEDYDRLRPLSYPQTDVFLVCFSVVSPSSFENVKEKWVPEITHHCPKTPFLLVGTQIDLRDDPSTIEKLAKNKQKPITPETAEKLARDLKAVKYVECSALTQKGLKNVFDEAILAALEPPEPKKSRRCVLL
Pf gamet viab – kills late stage P. falciparum gametocytes; P. falciparum stage V gametocytes, ATP luminescence, 24 h; inhibition, % at 10.9 µM; 0.065% of 150,000 active; AID 743093;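 active = inhibition above the mean plus 3 SD of compounds within the control limits, set per campaign, cut at about 38% in these data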;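 note: 0% = DMSO wells and 100% = medium only without gametocytes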
ABCG2 block – human ABCG2 inhibition, ABCB1 as counter-screen; AID 1325; Q9UNQ0; 0.1% of 190,000 active; IgMXP3 cells, JC-1 efflux, flow cytometry; inhibition, % at 6.6 µM;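 active = inhibition above 80%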;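 note: 0% = DMSO and 100% = nicardipine control wells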
Target sequence (Q9UNQ0 whole entry, looked up): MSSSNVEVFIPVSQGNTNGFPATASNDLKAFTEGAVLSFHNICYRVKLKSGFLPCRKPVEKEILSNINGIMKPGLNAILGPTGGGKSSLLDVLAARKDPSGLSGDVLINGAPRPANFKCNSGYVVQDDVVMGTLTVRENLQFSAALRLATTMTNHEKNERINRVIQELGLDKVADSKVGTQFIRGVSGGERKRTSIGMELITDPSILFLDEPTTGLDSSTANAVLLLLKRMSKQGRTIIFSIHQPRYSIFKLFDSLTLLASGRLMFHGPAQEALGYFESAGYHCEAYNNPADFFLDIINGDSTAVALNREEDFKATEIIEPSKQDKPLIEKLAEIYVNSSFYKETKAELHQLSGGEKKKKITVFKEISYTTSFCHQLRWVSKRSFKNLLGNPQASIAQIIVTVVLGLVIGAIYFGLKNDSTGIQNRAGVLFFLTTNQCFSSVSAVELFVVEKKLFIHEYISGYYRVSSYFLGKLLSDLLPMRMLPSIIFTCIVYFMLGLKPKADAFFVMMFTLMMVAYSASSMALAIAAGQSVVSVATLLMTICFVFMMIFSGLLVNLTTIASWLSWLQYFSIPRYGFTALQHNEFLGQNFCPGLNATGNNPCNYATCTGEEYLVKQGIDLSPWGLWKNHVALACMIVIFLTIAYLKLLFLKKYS
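Measure – % inhibition of efflux relative to nicardipine and DMSO · Test system – ABCG2 IgMXP3 and barcoded ABCB1 CCRF-Adr cell mix · Control set – nicardipine as high control, DMSO as low control · Compound – one concentration, 6.6 µM final · Signal – flow cytometry of retained JC-1 fluorescence · Timing – 10 min exposure at 25 °C with rotation, no wash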
Starred values were filed as active, the others as inactive; ? = inconclusive; nt = no result given.

1. O=C(NC(=S)N1CCOCC1)c1ccc([N+](=O)[O-])cc1
2. COc1ccc(C2c3c(ccc4ccccc34)Oc3ncn4nc(-c5ccco5)nc4c32)cc1 (stereo not drawn)
3. O=C(CSc1nnnn1-c1ccc(F)cc1)Nc1nc2ccccc2s1
4. CCc1ccc(C(=O)CN2C(=O)C(C)N(c3ccc(C)cc3)C2=O)cc1 (stereo not drawn)
5. CC(=O)c1ccc(Cc2ccc(C(C)=O)cc2)cc1
6. Cc1onc(-c2ccccc2)c1C(=O)Oc1cccnc1
7. CCCCOC(=O)C(C)Nc1n[nH]c(=S)[nH]c1=O (stereo not drawn)
8. CC1(C)Cc2nc3nc(SCC(=O)NCc4ccccc4)n(-c4ccccc4)c(=O)c3cc2CO1

screen / no.,1,2,3,4,5,6,7,8
Avidin fluor,13,20,12,14,22,11,5,12
HRas wt GTP,99,96,101,102,97,101,97,98
Rab7 wt GTP bind,100,102,101,100,104,101,95,97
ABCB1 inh,-0.2,2.1,1.2,0.2,-0.1,0.9,-0.7,2.0
Rac1 wt modul,101,97,104,105,101,105,99,95
Rac1 mut GTP,101,99,98,102,95,95,96,92
Rab2A wt mod,100,98,100,100,101,98,100,96
GSH bead fluor,17,16,37,5,13,38,11,30
Cdc42 wt GTP,99,93,104,100,96,105,97,96
Pf gamet viab,-8,nt,-3,nt,14,-8,-1,nt
ABCG2 block,0,12,23,4,-2,5,-3,8

From entry 5 to 8, as listed above:
5. CC(=O)c1ccc(Cc2ccc(C(C)=O)cc2)cc1
6. Cc1onc(-c2ccccc2)c1C(=O)Oc1cccnc1
7. CCCCOC(=O)C(C)Nc1n[nH]c(=S)[nH]c1=O (stereo not drawn)
8. CC1(C)Cc2nc3nc(SCC(=O)NCc4ccccc4)n(-c4ccccc4)c(=O)c3cc2CO1

screen / no.,5,6,7,8
Avidin fluor,22,11,5,12
HRas wt GTP,97,101,97,98
Rab7 wt GTP bind,104,101,95,97
ABCB1 inh,-0.1,0.9,-0.7,2.0
Rac1 wt modul,101,105,99,95
Rac1 mut GTP,95,95,96,92
Rab2A wt mod,101,98,100,96
GSH bead fluor,13,38,11,30
Cdc42 wt GTP,96,105,97,96
Pf gamet viab,14,-8,-1,nt
ABCG2 block,-2,5,-3,8

Further entries.
9. Cc1ccc(C)c(N=C2NC(=O)CS2)c1
10. COc1ccc(C(=O)C2CCCN(S(=O)(=O)c3cccnc3)C2)c(C)c1 (stereo not drawn)
11. CCc1nc2sccc2c(=O)[nH]1
12. CCOC(=O)N1CCN(S(=O)(=O)c2ccc(C(=O)Nc3nnc(C)o3)cc2)CC1
13. O=C(NCc1ccco1)c1cc2ccccc2o1
14. O=S(=O)(N/N=C/c1ccc(N2CCOCC2)cc1)c1ccc(Br)cc1
15. CCOc1ccc(NC(=S)NCc2ccco2)cc1
16. O=C(CCCCCNC(=O)c1ccccc1Br)N=Nc1c(O)[nH]c2ccccc12

screen / no.,9,10,11,12,13,14,15,16
Avidin fluor,9,11,12,8,26,8,12,9
HRas wt GTP,99,97,96,99,?,100,96,92
Rab7 wt GTP bind,101,97,103,100,?,107,111,105
ABCB1 inh,0.3,0.7,0.3,1.8,0.0,0.6,-0.2,1.0
Rac1 wt modul,101,97,97,102,?,103,101,81
Rac1 mut GTP,99,96,95,99,?,97,96,90
Rab2A wt mod,98,96,99,99,?,100,99,91
GSH bead fluor,39,20,23,9,16,12,13,13
Cdc42 wt GTP,98,99,98,100,?,100,100,86
Pf gamet viab,nt,1,-6,-20,nt,-20,nt,-4
ABCG2 block,2,1,5,1,1,-1,2,27

17. CC(=O)c1cnc2nc(C(F)(F)F)nn2c1C
18. COCCNC(=O)CN1C(=O)CSc2ncccc21
19. COC(=O)C(CCSC)NC(=O)CNS(=O)(=O)c1ccc(Cl)cc1 (stereo not drawn)
20. Nn1c(SCc2cn3ccccc3n2)nnc1-c1ccncc1
21. O=C(Nc1nc2c(F)cc(F)cc2s1)c1ccccn1
22. [O-]/C(=C(\C(=S)NCc1ccc2c(c1)OCO2)[n+]1ccccc1)c1ccc(Cl)s1
23. CCOc1ccccc1C(=O)NCC(=O)NCCCc1ccccc1
24. O=C(CO/N=C/c1ccc(OC(F)F)cc1)NCc1ccc(F)cc1

screen / no.,17,18,19,20,21,22,23,24
Avidin fluor,16,18,36,9,21,12,8,8
HRas wt GTP,98,100,101,101,95,95,98,93
Rab7 wt GTP bind,98,101,97,103,97,92,103,93
ABCB1 inh,1.4,0.2,0.4,1.2,-0.7,-1.3,0.2,0.0
Rac1 wt modul,95,105,99,99,94,97,98,92
Rac1 mut GTP,97,98,95,101,94,96,95,90
Rab2A wt mod,93,100,98,98,97,95,98,93
GSH bead fluor,17,14,13,16,6,12,63,13
Cdc42 wt GTP,98,104,100,102,96,94,96,94
Pf gamet viab,14,nt,nt,-3,nt,12,14,-3
ABCG2 block,7,1,1,9,-1,-5,4,4

25. CN1CCN(C(=O)c2cc(-c3ccco3)on2)CC1
26. COc1ccccc1C(=O)N/C(N)=N/c1nc2ccccc2o1
27. CCOC(=O)N1CCC(N2CCN(Cc3ccc(F)c(F)c3)C(CCO)C2)CC1 (stereo not drawn)
28. CCOC(=O)N1CCN(C(=S)Nc2ccccc2C(C)C)CC1
29. Cc1ccccc1C(=O)NC(CC(C)C)C(=O)OCC(=O)c1c(N)n(C)c(=O)n(C)c1=O (stereo not drawn)
30. COC(=O)CSc1nnc(-c2ccoc2C)n1-c1ccc(OC)cc1
31. CCCC(=O)c1cc2ccccc2oc1=O
32. O=C1Nc2ccccc2OC1CC(=O)N1CCCC1 (stereo not drawn)

screen / no.,25,26,27,28,29,30,31,32
Avidin fluor,10,37,12,9,10,12,38,24
HRas wt GTP,105,98,102,101,99,102,102,102
Rab7 wt GTP bind,102,97,105,95,103,102,103,99
ABCB1 inh,0.2,0.5,0.5,0.5,0.0,1.2,0.8,0.2
Rac1 wt modul,106,99,103,102,102,105,103,106
Rac1 mut GTP,100,97,97,98,97,101,99,102
Rab2A wt mod,102,98,99,98,100,100,102,100
GSH bead fluor,11,28,13,28,18,65,13,15
Cdc42 wt GTP,105,101,96,100,99,106,101,105
Pf gamet viab,nt,11,-11,nt,-5,nt,nt,nt
ABCG2 block,1,3,1,7,4,5,4,2

33. CC1(C)CC(=O)C([N+](=O)[O-])=C(NCCCO)C1
34. C[C@@H](C(=O)Nc1ccc2ccccc2c1)[C@H]1C[C@]1(C)[C@H](NC(=O)c1cnccn1)c1ccccc1
35. Cc1ccccc1NC(=O)CCC(=O)OCC(=O)c1ccc(-c2ccccc2)cc1
36. CCn1c2ccccc2c2nc3ccccc3nc21
37. CC(=O)N1CCN(c2ccccc2NC(=O)c2ccc(-c3cccc([N+](=O)[O-])c3)o2)CC1
38. Cn1ncc(N)c1C(=O)Nc1cccc(C(F)(F)F)c1
39. O=C(COC(=O)c1cccc(O)c1)Nc1ccc(OC(F)F)cc1
40. Cn1cccc1C1C(C#N)=C(N)OC2=C1C(=O)CC(C)(C)C2 (stereo not drawn)

screen / no.,33,34,35,36,37,38,39,40
Avidin fluor,14,9,6,6,10,23,5,11
HRas wt GTP,99,100,97,101,?,102,95,97
Rab7 wt GTP bind,96,97,96,102,?,96,98,100
ABCB1 inh,0.8,1.9,0.0,0.2,13,0.1,-0.4,0.2
Rac1 wt modul,105,110,99,101,?,102,99,100
Rac1 mut GTP,98,99,95,98,?,100,96,94
Rab2A wt mod,102,102,95,100,?,103,97,96
GSH bead fluor,13,18,50,35,6,29,20,15
Cdc42 wt GTP,105,104,98,98,?,102,97,97
Pf gamet viab,-7,-27,24,nt,-28,6,-21,-3
ABCG2 block,1,10,4,2,13,12,4,1

41. Cc1ccc(/C=N/NC(=O)CNC(=O)c2cccc([N+](=O)[O-])c2C)o1
42. O=C(CCOc1ccccc1)Nc1nnc(-c2ccc3c(c2)OCCO3)o1
43. Cc1cc(C)n(C(=O)c2ccncc2)n1
44. CCN(CC)S(=O)(=O)c1cccc(NC(=O)c2ccc(Br)cc2)c1
45. CC(=O)N(Cc1ccco1)C1(C(=O)NC2CCCCC2)CCCCC1
46. Cc1c(NC(=O)c2cc(-c3cccs3)on2)c(=O)n(-c2ccccc2)n1C
47. CO/N=C(/CS(=O)(=O)c1ccc(Br)cc1)c1ccc(OC)cc1
48. CCc1cccc2c1NC(=O)C21N2CCCC2C(C(=O)c2ccc3ccccc3c2)C12C(=O)Nc1ccccc12 (stereo not drawn)

screen / no.,41,42,43,44,45,46,47,48
Avidin fluor,10,8,17,29,27,17,12,16
HRas wt GTP,97,88,104,95,102,99,95,98
Rab7 wt GTP bind,103,99,101,101,100,99,96,102
ABCB1 inh,0.2,-0.1,0.3,1.2,-0.3,1.7,-0.4,3.8
Rac1 wt modul,97,90,109,91,109,97,96,101
Rac1 mut GTP,94,88,102,92,102,99,97,98
Rab2A wt mod,98,90,104,94,103,98,94,99
GSH bead fluor,22,15,28,64,24,25,36,21
Cdc42 wt GTP,97,89,108,92,106,99,97,96
Pf gamet viab,8,3,nt,5,-33,nt,7,12
ABCG2 block,2,5,3,7,-3,24,10,8

49. O=C(O)C(CC1CCCCC1)N1CCS(=O)(=O)CC1 (stereo not drawn)
50. N#Cc1c(NCCCO)nc(NCc2ccccc2)c2c1CCN(Cc1ccccc1)C2
51. CCN(CC)CCn1c(=N)n(CCOc2ccccc2)c2ccccc21
52. CC(Sc1nnc(C2CCCCC2)n1N)C(=O)NCc1ccc2c(c1)OCO2 (stereo not drawn)
53. CCN(Cc1ccccc1)C(=O)CSc1ccccc1C(=O)O
54. Cc1ccc(NC(=S)N(Cc2cccc(Br)c2)CC2CCC(C(=O)O)CC2)cc1 (stereo not drawn)
55. O=C(c1cnccn1)N1CCc2ccccc2C1
56. COCC(=O)N(CCc1ccc(OC)c(OC)c1)Cc1cc2cc(C)ccc2nc1Cl
57. Nc1cc(C(=O)OCC(=O)NCc2ccc(F)cc2)ccc1Cl
58. Fc1ccc(NC(=S)Nc2ccc(Cl)cc2)cc1

screen / no.,49,50,51,52,53,54,55,56,57,58
Avidin fluor,17,5,12,13,11,7,4,9,3,9
HRas wt GTP,93,103,100,97,97,96,102,99,100,97
Rab7 wt GTP bind,93,102,100,93,91,106,112,97,99,95
ABCB1 inh,1.0,1.9,2.1,0.6,0.9,0.1,0.1,2.1,1.2,0.5
Rac1 wt modul,94,104,105,95,97,96,103,97,104,94
Rac1 mut GTP,96,100,100,94,95,93,100,100,102,97
Rab2A wt mod,95,105,102,95,94,97,104,100,98,99
GSH bead fluor,13,19,33,36,13,15,9,21,7,12
Cdc42 wt GTP,96,105,102,96,97,92,102,109,103,98
Pf gamet viab,nt,-1,nt,nt,nt,1,nt,-15,nt,-5
ABCG2 block,2,2,8,2,7,0,1,10,6,3
